IL-1B inflam inh: qHTS for Inhibitors of Inflammasome Signaling: IL-1-beta AlphaLISA Primary Screen | THP-1 LPS/ATP IL-1B secretion, AlphaLISA, 16 h; stronger effect = lower value | activity change, % at 57.5 µM | 360,000 tested, 4.7% active; in the data active = activity change below about -50%; inconclusive = mostly about -30% to -49%; also: % is scaled to controls: 0 for no effect and ±100 for the full control effect
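Secreted IL-1B measured by AlphaLISA bead assay after 16 h compound exposure of THP-1 cells; compounds (final up to 57.5 uM) added 1 h before LPS (250 ng/mL) and ATP (1.25 mM) stimulation; lower signal means less secretion.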
SW480 rerep: A quantitative high throughput screen for small molecules that induce DNA re-replication in SW480 colon adenocarcinoma cells; 340,000 tested, 1.8% active; SW480 DNA re-replication, Hoechst DNA content imaging, 48 h; Potency, µM (doses to about 46.1 µM), for inactives: at the highest dose re-replication activation, actives largely listed as activators; also: potency is read from the fitted curve at half-maximal effect; % of control where 0% means no effect; nearly all actives have a fitted effect of over 55% in size
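Hoechst fluorescence of nuclei (405 nm excitation, 500-530 nm emission) measured by plate-scanning imager after 48 hr compound exposure at 37 C; re-replication scored as increased number of nuclei with elevated intensity.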
HT1080-NT tox: qHTS for induction of synthetic lethality in tumor cells producing 2HG: qHTS for the HT-1080-NT fibrosarcoma cell line | 360,000 tested, 1.6% active | AID 686970, 2013 | Potency, µM (doses to about 46.1 µM), for inactives: at the top dose activity, negative = less viability, usual class: cytotoxic | HT-1080-NT fibrosarcoma viability, CellTiter-Glo ATP luminescence, 48 h;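 also: NT is the 2HG producing partner of a matched IDH1 knockdown line; potency is read from the fitted curve at half-maximal effect; 0% = DMSO-treated cells and -100% = media-only wells without cells; nearly all actives have a fitted effect of over 55% in size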
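750 cells/well, RPMI + 5% FBS; 2 h settle, compound pin-transfer, 48 h at 37 degrees C. CellTiter-Glo 10 min RT, luminescence. Normalized to DMSO and media-only wells.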
KB-V1 cytotox: qHTS assay for MDR1-selective chemotherapeutics: Primary screen using the drug-selected MDR subline cells KB-V1 | KB-V1 MDR cells viability, CellTiter-Glo, 72 h | Potency, µM (series often up to 46.1 µM), for inactives: at the highest dose activity change, negative = cytotoxicity, most hits filed as cytotoxic | 400,000 tested, 3.4% active | AID 1347076, 2019; also: potency is read from the fitted curve at half-maximal effect; % is scaled to controls: 0 for no effect and ±100 for the full control effect; nearly all actives have a fitted effect of over 60% in size
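Cytotoxicity toward P-gp-expressing KB-V1 cells was determined as loss of CellTiter-Glo luminescence after 72 h at 37 degrees C. Compounds were tested in quantitative HTS format across a concentration range, with curves fitted to normalized data.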
KB-3-1 tox: qHTS assay for MDR1-selective chemotherapeutics: Primary screen using the parental adenocarcinoma cell KB-3-1. KB-3-1 viability, CellTiter-Glo ATP luminescence, 72 h. Potency, µM (highest dose often 46.1 µM), for the others: at the highest dose activity change, negative = cytotoxic, most hits filed as cytotoxic. 400,000 tested, 1.4% active; also: potency is read from the fitted curve at half-maximal effect; % is scaled to controls: 0 for no effect and ±100 for the full control effect; nearly all actives have a fitted effect of over 60% in size
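Using CellTiter-Glo luminescence, growth of non-resistant KB-3-1 adenocarcinoma cells is assessed 72 h after pin-tool compound addition at 37 °C. Normalized responses across the concentration series yield fitted curves.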
D3 antag: qHTS of D3 Dopamine Receptor Antagonist: qHTS; max response, negative = inhibition, %; D(3) dopamine receptor (Homo sapiens), P35462; 360,000 tested, 2.5% active; D3R cells, DiscoveRx beta-arrestin luminescence, antagonist mode; stronger effect = lower value; in the data active = max response below about -50%; inconclusive = no clear call, values can overlap the other calls; also: % is scaled to controls: 0 for no effect and ±100 for the full control effect; mostly tested at two doses, the higher about 12 µM
Target sequence (P35462 whole entry, looked up): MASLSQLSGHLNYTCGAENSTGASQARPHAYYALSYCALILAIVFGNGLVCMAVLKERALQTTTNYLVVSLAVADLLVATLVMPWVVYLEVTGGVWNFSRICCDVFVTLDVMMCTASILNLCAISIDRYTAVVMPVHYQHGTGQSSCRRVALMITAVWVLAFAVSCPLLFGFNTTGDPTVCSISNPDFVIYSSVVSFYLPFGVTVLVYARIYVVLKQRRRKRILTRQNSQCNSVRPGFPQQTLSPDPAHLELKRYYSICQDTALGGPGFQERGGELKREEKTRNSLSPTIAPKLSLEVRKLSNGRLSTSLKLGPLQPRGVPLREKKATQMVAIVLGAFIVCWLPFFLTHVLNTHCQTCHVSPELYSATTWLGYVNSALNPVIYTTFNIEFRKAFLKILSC
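Cells plated overnight at 1500 cells/well, then exposed to library compounds with dopamine controls for 90 minutes at 37 degrees C. DiscoveRx reagent added for 30–60 minutes at room temperature; luminescence read, quantitative HTS format.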
GLP-1R agonist: qHTS of GLP-1 Receptor Agonists; Glucagon-like peptide 1 receptor (Homo sapiens), P43220; HEK293 GLP-1R CRE-luciferase, luminescence, 4-6 h; cells express a hypersensitive GLP-1R form; Potency, µM (titrated, usually from 45.6 µM), for inactives: top-dose activation, hits mostly activators; 380,000 tested, 0.007% active; also: potency is read from the fitted curve at half-maximal effect; % of control where 0% means no effect
Target sequence (P43220 whole entry, looked up): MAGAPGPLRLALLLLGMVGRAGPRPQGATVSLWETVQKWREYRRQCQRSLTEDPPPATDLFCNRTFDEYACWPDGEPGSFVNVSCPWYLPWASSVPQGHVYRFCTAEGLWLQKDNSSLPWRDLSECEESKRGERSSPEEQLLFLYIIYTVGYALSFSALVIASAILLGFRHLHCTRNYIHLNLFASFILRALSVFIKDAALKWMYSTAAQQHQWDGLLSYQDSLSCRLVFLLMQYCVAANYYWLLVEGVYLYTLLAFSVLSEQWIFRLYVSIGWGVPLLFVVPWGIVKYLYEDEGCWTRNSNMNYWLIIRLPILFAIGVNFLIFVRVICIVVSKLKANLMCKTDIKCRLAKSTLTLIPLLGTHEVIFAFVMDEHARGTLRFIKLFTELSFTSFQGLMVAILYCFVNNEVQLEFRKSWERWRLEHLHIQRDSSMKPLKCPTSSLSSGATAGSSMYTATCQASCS
HT1080 IDH1KD tx: qHTS for induction of synthetic lethality in tumor cells producing 2HG: qHTS for the HT-1080-IDH1KD cell line; HT-1080 IDH1 knockdown viability, ATP luminescence, 48 h; Potency, µM (titrated, usually from 46.1 µM), inactives show at the highest dose activity, negative = toxicity, usual class: cytotoxic; 360,000 tested, 2% active; AID 686971, 2013;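 also: potency is read from the fitted curve at half-maximal effect; 0% = DMSO wells and -100% = cell-free medium wells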
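CellTiter-Glo luminescence after 48 h compound exposure at 37 degrees C of IDH1-knockdown HT-1080 cells in 5% FBS RPMI. %Activity scaled between DMSO wells and cell-free media wells, with curves fitted and assigned curve classes.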
D3 ag: qHTS of D3 Dopamine Receptor Agonist: qHTS. D3R DiscoveRx beta-arrestin cells, luminescence, 90 min. 410,000 tested, 0.58% active. max activation, %. AID 652048, 2013. D(3) dopamine receptor (Homo sapiens), P35462; in the data active = max activation above about 30%; also: 0% is about no effect; mostly tested at two doses, the higher about 12 µM
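Cells at 1500/well, incubated overnight, then treated with pinned compounds (dopamine as control) for 90 min at 37 degrees C. DiscoveRx reagent added for 30 - 60 minutes at room temperature; luminescence read.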
The depositor's hits bear a star; ? = inconclusive; . = not tested or not shown; & = joins results of further samples; [ ] = remark or other dose. Unless noted, calls follow the shape of the dose curve; as a rule, active = well fitted curve in the direction sought with a large enough effect; inconclusive = small, poorly fitted or top-dose-only effect, or another doubt; inactive = no such curve, though single readings can be large; an effect the other way counts as inactive or inconclusive. Not a hit list; any-hit rate near 12%.

SMILES | IL-1B inflam inh | SW480 rerep | HT1080-NT tox | KB-V1 cytotox | KB-3-1 tox | D3 antag | GLP-1R agonist | HT1080 IDH1KD tx | D3 ag
CSCCC(NC(=O)c1ccccc1)C(=O)O (centres undefined) | 50 | -3% | 2% | ? | 0% | -12 | -5% | 1% | -14
O=C1Cc2cccc3cccc1c23 | 43 | -6% | -6% | 6% | 15% | -5 | -3% | 11% | -4
CCCN(CC(=O)Nc1ccc(C(N)=O)cc1)CC(=O)Nc1cc(Cl)ccc1Cl | 0 | -6% | -4% | 0% | 7% | -3 | 7% | -23% | 10
COc1ccc(S(=O)(=O)N(CC(=O)N2CCOCC2)c2ccc(F)cc2)cc1OC | -5 | -10% | 7% | -13% | 20% | -4 | 1% | 2% | 28
COc1ccc(C2C(O)C(c3c[nH]c4ccccc34)=NN2C(=O)CCl)cc1 (centres undefined) | -99* | 1.3µM* | 0.46µM* | 15µM* | ? | -4 | 1% | 0.65µM* | 11
CC(=O)Nc1ccc(N=Cc2c(O)c3ccccc3oc2=O)cc1 | -5 | -15% | 0% | 6% | -35% | -22 | -1% | -5% | -5
O=C(CN1CCN(S(=O)(=O)c2ccc3ccccc3c2)CC1)N1CCc2ccccc2C1 | ? | 11% | -11% | -9% | -4% | -11 | 1% | -19% | 3
CC1CN(S(=O)(=O)c2cccc(C(=O)N(CCc3ccccc3)Cc3ccccc3)c2)CC(C)O1 (centres undefined) | -23 | ? | -8% | ? | -17% | 8 | 5% | -26% | -11
CSc1nc(N)nc2c1ncn2CC(=O)NCc1ccccc1 | 41 | -17% | 2% | 15% | 8% | 32 | 2% | 6% | 8
O=c1cc(-c2ccsc2)oc2ccccc12 | 0 | -59%[inhibitor] | 3% | -16% | 0% | 13 | 23% | 1% | -2

One compound at a time, as listed above. Screens in order: IL-1B inflam inh, SW480 rerep, HT1080-NT tox, KB-V1 cytotox, KB-3-1 tox, D3 antag, GLP-1R agonist, HT1080 IDH1KD tx, D3 ag
Listed for O=C1Cc2cccc3cccc1c23 → 43, -6%, -6%, 6%, 15%, -5, -3%, 11%, -4
Listed for CC(=O)Nc1ccc(N=Cc2c(O)c3ccccc3oc2=O)cc1 → -5, -15%, 0%, 6%, -35%, -22, -1%, -5%, -5
Listed for COc1ccc(C2C(O)C(c3c[nH]c4ccccc34)=NN2C(=O)CCl)cc1 (centres undefined) → -99*, 1.3µM*, 0.46µM*, 15µM*, ?, -4, 1%, 0.65µM*, 11
Listed for COc1ccc(S(=O)(=O)N(CC(=O)N2CCOCC2)c2ccc(F)cc2)cc1OC → -5, -10%, 7%, -13%, 20%, -4, 1%, 2%, 28
Listed for CSc1nc(N)nc2c1ncn2CC(=O)NCc1ccccc1 → 41, -17%, 2%, 15%, 8%, 32, 2%, 6%, 8

Continued:
SMILES | IL-1B inflam inh | SW480 rerep | HT1080-NT tox | KB-V1 cytotox | KB-3-1 tox | D3 antag | GLP-1R agonist | HT1080 IDH1KD tx | D3 ag
COc1ccc(S(=O)(=O)n2cnc3cc(C)c(C)cc32)cc1 | -6 | -3%[9.22 µM] | -2% | 7% | -4% | 2 | -8% | -12% | 3
CCCCCCN1C[C@H](n2cc(C3CC3)nn2)[C@@H](O)C[C@@H]1c1ccc(Cl)cc1 | 36 | . | -1% | -28% | -13% | -2 | 15% | -1% | 1
CCC(C)C(NC(=O)OCc1ccccc1)C(=O)OCN1C(=O)c2ccccc2C1=O (centres undefined) | -2 | -7% | -5% | -3% | -2% | 17 | 1% | -4% | -4
Cc1ccc(NC(=O)C/C(N)=N/OC(=O)c2ccccc2)cc1 | -18 | 1% | -1% | -9% | -17% | -5 | 3% | -9% | 3
CCN(CC)S(=O)(=O)c1ccc(C(=O)N2CCCCC2)cc1 | 25 | -21% | 5% | -4% | 17% | 3 | 0% | -3% | 0
CNC[C@H](CC1CCCCC1)NC[C@H](Cc1ccccc1)NCCC12CC3CC(CC(C3)C1)C2 | -100* | -5% | 21µM* | 18µM* | ? | 0 | -10% | ? | -41
CC(=O)C(Cl)C(=O)Nc1ccccc1 (centres undefined) | -86* | ? | ? | 0% | 21µM* | -23 | -4% | ? | -11
Cn1c(NCCc2ccncc2)nc2cc(-c3cccc(C(F)(F)F)c3)sc2c1=O | 15 | . | 2% | 3% | 0% | 48 | 15% | -19% | 10
C[C@H](CO)N1C[C@H](C)[C@@H](CN(C)C(=O)NC2CCCCC2)Oc2ccc(NC(=O)CCC(F)(F)F)cc2C1=O | 6 | ? | -2% | -4% | 4% | 10 | -6% | 0% | -17
CC(C)c1nnc(NC(=O)C2CCCN2S(=O)(=O)c2ccc(Cl)cc2)s1 (centres undefined) | 36 | -1% | 12% | -19% | 21% | 9 | -7% | 10% | -2
CC(=O)C1=C(c2ccccc2)OC(N)=C(C#N)C1c1ccc(O)cc1 (centres undefined) | 5 | -2% | -1% | 0% | 7% | 16 | 7% | 7% | -1
O=S(=O)(c1ccccc1)c1cnn2c(C(F)(F)F)cc(-c3ccc(F)cc3)nc12 | -21 | ? | -4% | 2% | -1% | -20 | -9% | 1% | -3
O=C(Nc1ccccc1C(=O)N1CCCCC1)c1cccc(S(=O)(=O)N2CCOCC2)c1 | -9 | -1% | 1% | -6% | 0% | 1 | -1% | 11% | -8
C#CCOCCOCCOCCNc1nc(N2CCN(C(=O)[C@H](CCCN=C(N)N)n3cc(C(N)[C@@H](C)CC)nn3)CC2)nc(N2CCN(C(=O)[C@H](CCCCN)n3cc([C@@H](N)CC(N)=O)nn3)CC2)n1 (some centres undefined) | 12 | -8% | -2% | 12% | 10% | -22 | -6% | -2% | -24
Cc1nc(C)c(-c2ccn(S(=O)(=O)c3ccc(Cl)cc3)n2)o1 | 58 | ? | 4% | ? | 7% | 5 | 15% | -15% | 2
CC(C)C[C@@H](CO)N1CCN(CC(C)C)CCC1=O | 6 | -11% | 15% | -12%&-4%&-3% | -5%&4%&14% | 1 | 1% | 5% | 2
CCCCc1nc(SCC(=O)Nc2cc(C)on2)n[nH]1 | 13 | 10% | 5% | -2% | 2% | -14 | 0% | 6% | 0
CCc1cc(C(=O)NC(C)C2CCCO2)cs1 (centres undefined) | 6 | -5% | -2% | 23% | 17% | 4 | 0% | -1% | 3
O=C(CN1C(=O)c2ccccc2C1=O)OCC(=O)N1CCc2ccccc2C1 | 34 | -2% | -2% | 0% | -9% | -7 | -4% | -1% | -15
COc1ccc(Cl)cc1NC(=O)CN(C)CC(=O)Nc1ccccc1N1CCOCC1 | 31 | 5.2µM* | 1.5µM* | ? | -9% | -10 | 5% | 1.2µM* | -2
O=C(Nc1ccc(N2CCN(C(=O)c3ccco3)CC2)c(Cl)c1)c1cccs1 | -63* | 3% | ? | 23µM* | ? | 0 | -26% | -28% | 2
Cc1ccc(S(=O)(=O)NN=Cc2cc(Cl)ccc2O)cc1 | 6 | 9% | -11% | -10% | -23% | -17 | 13% | -13% | 3
O=C(CCC(=O)N1CCSc2ccccc21)Nc1ccc(F)cc1 | 3 | -1% | 12% | ? | 21% | ? | -2% | 17% | -7
CC(C)(O)C#Cc1ccc([C@@H]2C[C@H]3CN(c4ccccc4)C(=O)[C@]34CCCN24)s1 | -72* | 8.2µM* | -23% | -17% | ? | -9 | -4% | ? | -5
Cc1ccc(N=Cc2cc(Cl)cc(Cl)c2O)nc1 | 60 | 18µM* | 0% | -15% | -10% | -20 | -19% | -14% | 0
Cc1ccc(NC(=O)C2CCN(C(=O)[C@@H]3Cc4ccccc4CN3)CC2)c(C)c1 | -1 | -31% | 6% | -11% | 7% | -2 | 3% | 12% | -10
Cc1ccc(OCC(=O)Nc2ccc3c(c2)ncn3C)cc1 | 7 | -8% | 19% | 30% | 7% | 13 | 4% | 12% | 3
COc1ccc(CC(=O)N(CCC2=CCCCC2)c2c(N)n(Cc3ccccc3)c(=O)[nH]c2=O)cc1 | -21 | . | -2% | -4% | 5% | 0 | 3% | -17% | -6
O=C(CC1NCCc2ccccc21)Nc1ccccc1 (centres undefined) | -8 | -4% | -18% | 4% | 9% | -74* | 7% | 4% | -10
C=CC[C@@H](CC(=O)N(CCO)Cc1ccccc1)C(=O)N[C@H](COC(=O)[C@@H](CC=C)Cc1ccc(F)cc1)c1ccccc1 | ? | ? | -26% | ? | ? | -17 | -5% | -22% | -1
CCOc1ccc(C(=O)NC(C(=O)NCC(c2cccs2)N(C)C)C(C)C)cc1 (centres undefined) | -8 | -19% | 1% | 4% | 9% | -3 | 2% | -2% | -12
COc1ccc(C(=O)NC(CC(C)C)C(=O)O)cc1 (centres undefined) | 42 | -45%[inhibitor] | 6% | ? | 15% | 4 | 0% | 0% | 21
CCOC(=O)N1CCN(CCC(=O)c2ccc(OC)cc2)CC1 | -16 | ? | -14% | -2% | 0% | 0 | -1% | -8% | 1
O=C(NCCOc1ccccc1)c1cccc(S(=O)(=O)NCc2ccccc2)c1 | ? | -158%[inhibitor] | -37% | -23% | -13% | -5 | 11% | ? | 11
CSc1ccccc1OCc1cc(C(=O)N2CCc3[nH]cnc3C2c2ccccn2)no1 (centres undefined) | -15 | 4% | 3% | . | . | -20 | -4% | 5% | -16
COc1ccc(NC(=O)CSC2=NCCN2)cc1 | ? | -8% | -3% | ? | ? | -17 | 7% | -17% | -3

Bioassay records (PubChem BioAssay)
